Assay outcomes: PubChem BioAssay, several laboratories
HTR2A ag = agonists of mouse serotonin 5-HT2A receptor (HTR2A) | P35363 | CHO-K1 mHTR2A beta-arrestin complementation, luminescence; percent of 30 µM serotonin response | activation, % at 7.6 µM | 360,000 tested, 0.66% active | AID 624169;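 active means activation above a run cutoff, the mean activation of all tested compounds plus 3 SD, cut at about 14% in these data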;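 further: 0% = plate median of compound wells and 100% = 30 µM serotonin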
Glyco luc inh = N-linked glycosylation inhibition; D54 ERlucT glycosylation luciferase reporter, 24 h; percent of 100 nM tunicamycin response; reporter increase, % at 12.5 µM; 360,000 tested, 0.23% active; AID 588692;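 active means mean luciferase reporter signal, scaled so untreated is 0 and the glycosylation-blocking control 100, at or above a set limit in every replicate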;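 further: luciferase carries N-glycosylation sites so blocking glycosylation raises the light; 0% = median of neutral control wells and 100% = median of 100 nM tunicamycin wells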
TLR9-MyD88 block = TLR9-MyD88 interaction inhibition. inhibition, % at 4.98 µM. Q9NR96+Q99836. CHO BLA complementation TLR9-MyD88, CCF4 FRET ratio. 340,000 tested, 0.21% active. AID 504734;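 active means inhibition above the mean over all tested compounds plus 3 SD, cut at about 21% in these data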;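 further: 0% = DMSO only wells and 100% = clavulanate BLA inhibitor control wells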
NOD2-RIPK2 inh = inhibitors of human NOD2-RIPK2 interaction | O43353 | CHO BLA complementation NOD2-RIPK2, CCF4 ratio | inhibition, % at 4.98 µM | 360,000 tested, 0.38% active | AID 624267; in the data active means inhibition above about 21%;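 further: 0% = vehicle only and 100% = reference blocker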
ABHD5-PLIN5 inh = ABHD5-PLIN5 protein interaction inhibition. Q00G26+Q8WTS1. 360,000 tested, 0.78% active. inhibition, % at 4 µM. Split G. princeps luciferase complementation, luminescence, 4 h;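 active means inhibition above the mean inhibition across every tested compound plus 3 SD, cut at about 22% in these data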;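 further: 0% = DMSO only wells and the 100% control is not disclosed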
Cardio protect = myocardial damage modulation in H9c2 cells; protection from H2O2 cell death, % at 20 µM; 360,000 tested, 0.63% active; H9c2 cardiomyocytes, H2O2 injury protection, ATPLite, 2 h; AID 588492;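 active means compounds giving at least 50% protection of heart cells from peroxide-induced death in the single-dose screen, raw or plate-pattern-corrected value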;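 further: 0% = DMSO wells with peroxide and 100% = DMSO wells without peroxide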
MC4R antag cAMP = blocks human MC4R cAMP signaling; P32245; MC4R-expressing cells, MTII-stimulated cAMP, LANCE TR-FRET; inhibition, % at 6.5 µM; 360,000 tested, 0.48% active;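 active means inhibition above its plate's cutoff, the mean of tested wells on that plate plus 3 SD, cut at about 29% in these data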;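 further: 0% = Melanotan II alone and 100% = Melanotan II plus saturating MCL0020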
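system = U2OS cells with stable human MC4R expression | also added = Melanotan II challenge after compound preincubation | dosing = one concentration, 6.5 µM nominal | incubation = compound 30 min, challenge 1 h, detection 1 h | measured by = TR-FRET with Eu-cAMP and labeled anti-cAMP, 671 nm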
SRC2 inh = inhibits human steroid receptor coactivator 2 | Q15596 | HEK293 GAL4-SRC2 luciferase reporter, luminescence | inhibition, % at 9 µM | 370,000 tested, 0.17% active | AID 651957;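 active means inhibition above the mean inhibition of all tested compounds plus 3 SD, set per campaign, cut at about 52% in these data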;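 further: 0% = DMSO treated cells and 100% = cells given Gossypol at 36 µM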
Target sequence (Q15596 whole entry, looked up, the tested form may be a part): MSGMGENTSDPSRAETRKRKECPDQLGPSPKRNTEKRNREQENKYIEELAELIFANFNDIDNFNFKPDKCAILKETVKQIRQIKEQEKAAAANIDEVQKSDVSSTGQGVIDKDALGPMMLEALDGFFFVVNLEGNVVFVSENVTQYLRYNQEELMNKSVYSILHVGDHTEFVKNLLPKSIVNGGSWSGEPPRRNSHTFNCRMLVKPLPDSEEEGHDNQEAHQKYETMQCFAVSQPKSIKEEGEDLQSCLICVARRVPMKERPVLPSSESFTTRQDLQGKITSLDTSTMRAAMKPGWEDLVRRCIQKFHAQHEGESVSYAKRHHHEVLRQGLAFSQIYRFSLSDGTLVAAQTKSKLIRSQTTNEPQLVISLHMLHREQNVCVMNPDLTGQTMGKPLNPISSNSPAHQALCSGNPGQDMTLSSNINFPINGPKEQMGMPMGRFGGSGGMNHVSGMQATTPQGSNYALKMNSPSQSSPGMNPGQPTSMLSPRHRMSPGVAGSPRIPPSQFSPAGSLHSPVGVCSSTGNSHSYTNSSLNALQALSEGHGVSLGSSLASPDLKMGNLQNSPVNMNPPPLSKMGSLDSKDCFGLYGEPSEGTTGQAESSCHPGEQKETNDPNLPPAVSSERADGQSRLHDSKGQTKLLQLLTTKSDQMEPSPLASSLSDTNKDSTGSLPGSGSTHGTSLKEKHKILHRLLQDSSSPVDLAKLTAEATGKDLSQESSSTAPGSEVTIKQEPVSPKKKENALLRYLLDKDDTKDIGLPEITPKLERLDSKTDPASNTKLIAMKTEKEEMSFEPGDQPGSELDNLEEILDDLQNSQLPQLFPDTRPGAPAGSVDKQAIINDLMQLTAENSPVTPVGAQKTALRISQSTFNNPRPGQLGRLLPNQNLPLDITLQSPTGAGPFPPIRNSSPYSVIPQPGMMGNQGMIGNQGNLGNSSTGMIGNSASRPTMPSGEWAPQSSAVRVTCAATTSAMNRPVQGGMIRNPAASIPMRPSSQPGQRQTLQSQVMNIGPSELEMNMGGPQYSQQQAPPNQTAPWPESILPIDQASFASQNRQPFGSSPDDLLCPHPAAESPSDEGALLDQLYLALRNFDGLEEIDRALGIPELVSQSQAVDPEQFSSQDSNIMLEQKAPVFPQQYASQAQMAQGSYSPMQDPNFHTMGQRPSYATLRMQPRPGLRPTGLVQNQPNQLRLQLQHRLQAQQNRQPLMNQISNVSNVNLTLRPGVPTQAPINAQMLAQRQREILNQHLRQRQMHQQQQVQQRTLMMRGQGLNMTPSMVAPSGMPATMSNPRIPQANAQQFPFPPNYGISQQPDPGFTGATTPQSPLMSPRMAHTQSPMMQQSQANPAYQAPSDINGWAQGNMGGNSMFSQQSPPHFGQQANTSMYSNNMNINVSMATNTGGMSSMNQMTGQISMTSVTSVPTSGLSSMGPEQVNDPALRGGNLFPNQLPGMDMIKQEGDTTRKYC
ABCB6 inh 2 = inhibitors of human ABC transporter ABCB6. Q9NP58. K562-ABCB6 porphyrin accumulation, flow cytometry, 1 h; stronger effect = lower value. fluorescence ratio to DMSO, % at 10 µM. 360,000 tested, 0.19% active;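 active means fluorescence ratio to DMSO below 75%, the collection mean minus 3 SD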;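 further: signal is porphyrin accumulated inside mitochondria; 100% equals median channel fluorescence of DMSO control wells; lower ratio means ABCB6 inhibition with less porphyrin fluorescence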
MC4R barr agon = activates human MC4R beta-arrestin recruitment. 360,000 tested, 0.98% active. activation, % at 8.9 µM. U2OS MC4R beta-arrestin complementation, luminescence; percent of melanotan II response, DMSO zero;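 active means activation above a per-plate cutoff, the mean activation of sample wells on that plate plus 3 SD, cut at about 8% in these data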
Active calls of the source: *; nt = no result given. Some of the compounds tested; count on the stated rates, not on these rows.

SMILES	HTR2A ag	Glyco luc inh	TLR9-MyD88 block	NOD2-RIPK2 inh	ABHD5-PLIN5 inh	Cardio protect	MC4R antag cAMP	SRC2 inh	ABCB6 inh 2	MC4R barr agon
COc1cccc(/C=N/NC(=S)NCc2ccco2)c1OC	-1	1	1	-1	-3	-5	0	-12	98	0.7
COc1ccccc1-c1cc(C(=O)N/N=C/C=C/c2ccccc2[N+](=O)[O-])c2ccccc2n1	-6	-1	0	-8	-2	54*	5	-17	100	-1.2
O=C(O)COc1ccc2c3c(c(=O)oc2c1)CCCC3	0	0	3	6	1	0	8	-27	101	6.3
CCN(CC(=O)NCc1ccc(F)cc1)C(=O)/C=C/c1ccco1	-1	1	-12	2	7	-3	22	-49	97	-0.5
COc1ccc(C2/C(=C(/O)c3ccccc3)C(=O)C(=O)N2CCN2CCOCC2)c(OC)c1 (configuration not stated)	0	1	-6	-1	-6	-2	2	-22	88	-0.6
O=C(NCc1ccco1)C1C(=O)Nc2ccccc2C(=O)N1C1CCCCC1 (configuration not stated)	1	nt	nt	-11	1	nt	nt	-20	nt	nt
CC(=O)Nc1nonc1-c1nc2ccccc2n1CCC(C)C	-5	-2	-7	-3	-4	-5	17	-3	97	2.6
CC(NC(=O)COc1ncnc2cc([N+](=O)[O-])ccc12)c1ccccc1 (configuration not stated)	1	2	9	-9	-2	11	2	-9	95	-0.7
CCc1nc(SCC(=O)NNC(=O)C(C)C)c2ccccc2n1	4	1	3	-40	1	1	0	2	102	0.7
CC(NC(=O)CC1CCCCC1)c1ccccc1 (configuration not stated)	-3	-2	-11	-4	-9	12	24	9	92	-0.5
CC(=O)Nc1ncc(Cc2ccc(Cl)cc2Cl)s1	-1	-1	-3	-12	9	1	-2	-12	92	0.8
CCN1CCN(Cc2ccc(NC(=O)c3ccc(C)c(NC(=O)c4cc(-c5ccc(Br)cc5)n[nH]4)c3)cc2C(F)(F)F)CC1	-9	-10	4	-1	4	-5	3	-13	98	-0.4
C=C(C)C(=O)Nc1cccnc1Oc1ccc(F)cc1	-5	0	0	4	1	7	-4	5	97	1.1
N#Cc1sc2nc3c(c(-c4ccco4)c2c1N)CCCC3	19*	6	17	7	1	-9	4	-2	87	-1.0
Cc1ccc(CSc2nc3ccccc3c(=O)[nH]2)cc1	-2	0	8	-14	-2	2	4	-33	100	2.1
COc1cc2c(cc1NC(=O)CN1CCN(S(=O)(=O)c3ccccc3F)CC1)oc1ccccc12	5	2	-3	-8	-3	2	11	-6	86	0.6
CCN(CC)C(=O)C1CCCN(Cc2cccc(Oc3ccccc3)c2)C1 (configuration not stated)	-5	-2	-6	-1	-1	-1	13	13	98	0.4
Cn1c(-c2ccc([N+](=O)[O-])cc2)nc2ccccc21	5	0	-3	0	-13	-2	9	-23	90	-1.3
O=C(CSc1nnc(-c2ccc(O)cc2)o1)N1CCOCC1	-2	1	-2	-8	-2	2	-10	-42	98	-1.3
C[C@@H](C(=O)NCCc1ccc(F)cc1)N1C(=O)N2CCc3c([nH]c4ccccc34)[C@@]2(C)C1=O	2	0	7	-7	4	-10	13	8	99	2.2
Cc1ccc(-c2cc(-c3ccco3)c3c(N)c(C(=O)NN)oc3n2)cc1	15*	5	12	13	-12	30	2	-13	123	0.2
CSC1=C(C#N)C(CC(C)C)C(C(C)=O)=C(C)N1 (configuration not stated)	-9	5	-1	-1	-7	6	-1	-12	98	-1.1
Cc1ccc(C)c(C(=O)C(C)OC(=O)CN2C(=O)NC3(CC(C)CC(C)(C)C3)C2=O)c1 (configuration not stated)	5	0	6	2	7	-5	-3	16	102	2.0
CC(=O)N1c2ccc(S(=O)(=O)N3CCCC3)cc2CC1C(=O)NCc1cccc(F)c1 (configuration not stated)	2	0	-10	-2	-5	-3	9	2	103	-3.1
CC(=O)Oc1ccccc1C(=O)N(C1CCCCC1)C1CCCCC1	-3	-5	10	5	2	0	5	1	90	-0.3
CCOc1ccc(NC(=S)NC(=O)c2cccnc2)c([N+](=O)[O-])c1	2	4	-3	11	0	-2	-1	-4	103	-1.7
CCOc1ccccc1Nc1nc(N)nc(CSc2nncn2C)n1	3	2	-8	2	7	0	-1	-6	96	-1.4
CCOC(=O)[C@@H]1[C@H]2COc3ccc(Br)cc3[C@H]2N2C(=O)N(c3cccc(F)c3)C(=O)[C@]12C	7	-7	-7	-10	-1	1	12	-18	99	-1.4
COc1ccc(OCCn2c(NC(=O)c3ccco3)nc3ccccc32)cc1	0	2	-3	-5	2	19	3	13	109	-3.0
CCN(CC)S(=O)(=O)c1ccc(C)c(NC(=O)CNCc2ccccc2OC)c1	-7	-1	-2	-2	-9	-3	14	4	99	-2.0
CCOC(=O)C1CCCN(CCC(=O)Nc2ccc(Br)cc2)C1 (configuration not stated)	-8	-1	2	-7	-6	-3	5	-7	102	-1.1
O=[N+]([O-])c1cccc(/C=C2\CCC(/C=N/Nc3ccc4ccccc4n3)=C2N2CCOCC2)c1	4	-1	-5	4	-2	-2	19	6	104	-2.8
CC(C)n1c2ccccc2c2cc([N+](=O)[O-])ccc21	2	-2	-5	-3	0	-8	3	-2	101	-1.4
Cc1cccc(N(CC(=O)Nc2ccccc2-c2ccccc2)S(=O)(=O)c2ccccc2)c1C	-3	-3	5	-5	-5	-6	7	11	100	-1.0
CCC1(CC)C(=O)C(C)(C)C(=O)OC1c1ccccn1 (configuration not stated)	0	2	-5	-5	7	0	8	-5	98	-1.4
CC(=O)Nc1ccc(NC(=O)CSCc2cnn(-c3ccccc3)c2-n2cccc2)cc1	-2	-1	-3	2	1	6	19	1	100	0.8
CCOC(=O)c1cc(NC(=O)c2ccccc2)c(=O)n2c1oc1ccccc12	4	1	10	-9	8	7	-3	-23	98	-2.1
Cc1ccc(-c2nc3ncccc3o2)cc1NC(=O)C(C)C	5	2	-12	-12	4	8	-1	7	95	-2.4
COc1ccc(Nc2cnn(-c3nc4ccccc4s3)c(=O)c2Cl)cc1	0	17	3	6	2	-26	26	-94	97	-2.7
CC1=C(C(=O)N2CCCC(N3CCN(c4cccc(Cl)c4)CC3)C2)OCCO1 (configuration not stated)	-10	-1	-1	6	-1	-1	5	-18	99	-4.8
C=CCNC(=O)C12CCC(C)(C(=O)[C@H]1Br)C2(C)C (some centres not stated)	5	1	2	-1	7	-3	-3	-43	100	-1.0
O=C(NCCc1ccccn1)c1nc(Cn2cc(Br)cn2)no1	2	2	0	3	1	-3	-2	-8	97	0.6
COc1ccc(C2CC(c3cccs3)=NN2C(=O)COC(=O)C2CCCCC2)cc1OC (configuration not stated)	0	-1	-8	-8	4	-4	14	-49	92	-2.4
CC(C)N(C(=O)Cn1cnc2c(cnn2-c2ccccc2Cl)c1=O)C(C)C	4	1	9	-5	12	0	4	nt	108	0.0
Cc1ccccc1Cn1cnc2c([N+](=O)[O-])c(C)c(C)cc21	-2	-3	-9	-9	4	4	2	-18	97	-0.3
O=C(NN1C(=O)c2ccccc2C1=O)C1CC2CCC1C2 (configuration not stated)	1	-1	1	-12	12	10	-4	-14	99	2.3
O=C(COc1ccccc1)Nc1ccccc1C(=O)NC1CC1	-2	-3	-8	-6	0	-2	-1	-1	93	-2.9
CC1N(O)C(c2ccc(Cl)cc2Cl)N(O)C1(C)C (configuration not stated)	4	1	7	-2	3	0	18	-8	102	-1.6
O=C(CN1C(=O)c2ccc(Br)cc2C1=O)NCC1CCCO1 (configuration not stated)	0	2	1	2	3	4	5	4	107	0.4
Cc1ccc(-c2noc(CCCC(=O)NCC3CCCO3)n2)cc1 (configuration not stated)	6	-1	-1	-12	7	-5	0	14	97	-1.2
Cc1cc(-c2ccccc2)nc(N/N=C/c2ccc(O)cc2O)n1	-5	1	-1	-4	-3	37	14	6	94	-0.1
CCOC(=O)c1cc(S(=O)(=O)N2CCc3ccccc32)cn1C	3	-5	-6	2	-2	-6	7	13	99	-0.1

Among those listed so far, 7 have a furan ring, fused or not.
SMILES	HTR2A ag	Glyco luc inh	TLR9-MyD88 block	NOD2-RIPK2 inh	ABHD5-PLIN5 inh	Cardio protect	MC4R antag cAMP	SRC2 inh	ABCB6 inh 2	MC4R barr agon
COc1cccc(/C=N/NC(=S)NCc2ccco2)c1OC	-1	1	1	-1	-3	-5	0	-12	98	0.7
CCN(CC(=O)NCc1ccc(F)cc1)C(=O)/C=C/c1ccco1	-1	1	-12	2	7	-3	22	-49	97	-0.5
O=C(NCc1ccco1)C1C(=O)Nc2ccccc2C(=O)N1C1CCCCC1 (configuration not stated)	1	nt	nt	-11	1	nt	nt	-20	nt	nt
N#Cc1sc2nc3c(c(-c4ccco4)c2c1N)CCCC3	19*	6	17	7	1	-9	4	-2	87	-1.0
COc1cc2c(cc1NC(=O)CN1CCN(S(=O)(=O)c3ccccc3F)CC1)oc1ccccc12	5	2	-3	-8	-3	2	11	-6	86	0.6
Cc1ccc(-c2cc(-c3ccco3)c3c(N)c(C(=O)NN)oc3n2)cc1	15*	5	12	13	-12	30	2	-13	123	0.2
COc1ccc(OCCn2c(NC(=O)c3ccco3)nc3ccccc32)cc1	0	2	-3	-5	2	19	3	13	109	-3.0
